Screening results as filed in PubChem.
INS-1E GSIS act: GLuc luminescence reporter in INS-1E cells, primary screen for activators of glucose-dependent secretion of insulin; INS-1E GLuc reporter insulin secretion, 2-3 h; activation, % at 16.6 µM; 0.61% of 370,000 active; AID 743287, 2014;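 active = lowest replicate activation of at least 40%, so every replicate reaches that level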;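 also: 0% = median of neutral control wells and 100% = median of IBMX positive control wells; some compounds called inactive have numbers as strong as hits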
ARNT TACC3 PPI: disruptors of ARNT/TACC3 protein interaction, primary screen, biochemical, AlphaScreen, single concentration. Transforming acidic coiled-coil-containing protein 3 (Homo sapiens), Q9Y6A5. AlphaScreen His-ARNT PAS-B/GST-TACC3 binding, luminescence; TACC3 fragment carries E629A point mutation. inhibition, % at 9.99 µM. 0.66% of 390,000 active;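 active = mean inhibition of replicates at least 50% and at least half of replicates each reaching 50%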;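 also: 0% = complete ARNT plus TACC3 wells and 100% = ARNT alone without TACC3; many hits fall short of the cut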
Xi reactivation: activators of inactive X chromosome reactivation, primary screen, imaging, XiGFP fibroblasts, GFP high-content imaging, set 2; XiGFP mouse fibroblasts, % GFP-positive cells imaging, 3 d; cells co-treated with 5-aza-dC sensitizer; scaled so ellipticine positive control = 100%; activation, % at 7.58 µM; 0.055% of 360,000 active;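 active = mean normalized replicate activation at least 10% and every replicate at or above 10%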;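 also: 0% = median of on-plate neutral control wells and 100% = ellipticine 6 µM median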
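Material: XiGFP fibroblasts, SV40-immortalized. Buffer or medium: DMEM plus 5-aza-dC sensitizer. Compound: single concentration per compound, delivered by pin transfer. Times: 3 days compound exposure. Controls: ellipticine 6 µM.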
The depositor's hits bear a star. Not all compounds are listed. The share of hits here may be higher or lower than overall.

1: Cc1ccc(-c2ccc(SCC(=O)N3CCN(c4ccccc4)CC3)nn2)cc1
- INS-1E GSIS act: 14
- ARNT TACC3 PPI: -3
- Xi reactivation: -0.1

2: O=C(/C=C\c1ccc(-c2ccccc2)o1)c1ccccc1
- INS-1E GSIS act: -22
- ARNT TACC3 PPI: 8
- Xi reactivation: 0.3

3: CC(C)CC(=O)Nc1cccc(NC(=O)c2ccccc2Cl)c1
- INS-1E GSIS act: 13
- ARNT TACC3 PPI: -6
- Xi reactivation: -0.1

4: COc1cc(-c2nnc(CSc3nnc(N)s3)o2)cc(OC)c1OC
- INS-1E GSIS act: 11
- ARNT TACC3 PPI: -7
- Xi reactivation: 0.1

5: COC(=O)Cc1ccc(NC(=S)N2CCN(c3cccc(O)c3)CC2)cc1
- INS-1E GSIS act: -24
- ARNT TACC3 PPI: 0
- Xi reactivation: 0.0

6: O=C(CSc1nc2cc(Cl)ccc2s1)NC1CCCc2ccccc21 (stereo unspecified)
- INS-1E GSIS act: -18
- ARNT TACC3 PPI: -22
- Xi reactivation: 0.7

7: CCCCCC(=O)NNC(=O)Nc1ccccc1
- INS-1E GSIS act: 16
- ARNT TACC3 PPI: 2
- Xi reactivation: -0.1

8: CC(=O)c1ccc(N2Cc3ccccc3/C2=N\C(=O)Nc2ccc(Cl)cc2)cc1
- INS-1E GSIS act: 3
- ARNT TACC3 PPI: -3
- Xi reactivation: 0.3

9: CCn1cc(/C=C2/SC(=S)NC2=O)c(C)n1
- INS-1E GSIS act: -10
- ARNT TACC3 PPI: 24*
- Xi reactivation: 0.0

10: CSc1nn(-c2ccc(C(=O)OCC(=O)NC(=O)NC(C)C)cc2)c(=S)s1
- INS-1E GSIS act: -19
- ARNT TACC3 PPI: 12
- Xi reactivation: -0.1

11: Cc1nn(-c2ccccc2)c(C)c1/C=N/NC(=O)CSc1nnc(SCc2ccccc2Cl)s1
- INS-1E GSIS act: -29
- ARNT TACC3 PPI: -2
- Xi reactivation: -0.1

12: O=C(Nc1ccc([N+](=O)[O-])cc1)Nc1ccc(OC(F)F)c(Cl)c1
- INS-1E GSIS act: 174*
- ARNT TACC3 PPI: -12
- Xi reactivation: 0.5

13: Cc1cccc(OCC(=O)Nc2ccc3c(C)cc(=O)oc3c2)c1
- INS-1E GSIS act: 3
- ARNT TACC3 PPI: -6
- Xi reactivation: 1.2

14: Nc1nnnn1/N=C/c1ccc(N2CCCCC2)c([N+](=O)[O-])c1
- INS-1E GSIS act: -4
- ARNT TACC3 PPI: -3
- Xi reactivation: 0.2

15: COc1ccc2nc(NC(=O)c3cccc(-c4cc5ccccc5oc4=O)c3)sc2c1
- INS-1E GSIS act: 3
- ARNT TACC3 PPI: 1
- Xi reactivation: 0.1

16: Cc1cc(C)c(/C=N/n2c(C)cc(C)c(C#N)c2=O)c(C)c1
- INS-1E GSIS act: -2
- ARNT TACC3 PPI: 5
- Xi reactivation: 0.3

17: O=S(=O)(NC1=NCCC1)c1cccc(NC(=S)NCCc2ccccc2)c1
- INS-1E GSIS act: 6
- ARNT TACC3 PPI: -11
- Xi reactivation: 0.2

18: Cn1c(SCC(=O)c2c(N)n(C)c(=O)n(C)c2=O)nnc1-c1ccc(F)cc1
- INS-1E GSIS act: 10
- ARNT TACC3 PPI: -7
- Xi reactivation: 0.1

19: Cc1ccc(N(CCC(=O)O)S(=O)(=O)c2ccccc2)cc1
- INS-1E GSIS act: 11
- ARNT TACC3 PPI: -11
- Xi reactivation: 0.2

20: Cc1cc(Cl)ccc1NC(=S)NCc1ccccc1Cl
- INS-1E GSIS act: -33
- ARNT TACC3 PPI: -4
- Xi reactivation: -0.1

21: CCOC(=O)c1ccc(N=Nc2c(C)c(C#N)c(O)[nH]c2=O)cc1
- INS-1E GSIS act: -2
- ARNT TACC3 PPI: 3
- Xi reactivation: 0.0

22: CCCOc1ccc(OCCN2CCCC(C)C2)cc1 (stereo unspecified)
- INS-1E GSIS act: 20
- ARNT TACC3 PPI: -14
- Xi reactivation: 0.1

23: Cc1onc(-c2ccccc2)c1C(=O)NNC(=S)NC(=O)c1ccc(Cl)cc1Cl
- INS-1E GSIS act: -10
- ARNT TACC3 PPI: 0
- Xi reactivation: 0.0

24: CC(C)(C)c1ccc(OC(=O)c2ccc3snnc3c2)cc1
- INS-1E GSIS act: 13
- ARNT TACC3 PPI: 0
- Xi reactivation: -0.1

25: O=C(NNS(=O)(=O)c1ccc2ccccc2c1)c1cccs1
- INS-1E GSIS act: 10
- ARNT TACC3 PPI: -5
- Xi reactivation: 0.1

26: Cc1ccc(S(=O)(=O)N2CCCOC2CNC(=O)C(=O)NCc2cccs2)cc1 (stereo unspecified)
- INS-1E GSIS act: -3
- ARNT TACC3 PPI: -6
- Xi reactivation: 0.0

27: COc1ccc2nc(/C=N/NC(=O)[C@H](CCSC)NC(=O)OC(C)(C)C)ccc2c1
- INS-1E GSIS act: -10
- ARNT TACC3 PPI: -23
- Xi reactivation: 0.1

28: COc1cc(/C=N/NC(=O)Cc2c[nH]c3ccccc23)cc(OC)c1OC
- INS-1E GSIS act: 28
- ARNT TACC3 PPI: 11
- Xi reactivation: 0.1

29: C=C(C)CNC(=S)Nc1sc2c(c1C(=O)OCC)CC(C)(C)OC2
- INS-1E GSIS act: -14
- ARNT TACC3 PPI: 4
- Xi reactivation: 0.2

30: O=C(c1ccccc1Sc1ccc([N+](=O)[O-])cc1)N1CCCCC1
- INS-1E GSIS act: 31
- ARNT TACC3 PPI: 3
- Xi reactivation: 0.3

31: Cc1ccccc1Cn1nc(C)c(NC(=O)C2c3ccccc3Oc3ccccc32)c1C
- INS-1E GSIS act: -13
- ARNT TACC3 PPI: -27
- Xi reactivation: 0.0

32: Cc1c(Br)c([N+](=O)[O-])nn1CCCC(=O)N1CCN(c2ccccc2)CC1
- INS-1E GSIS act: -12
- ARNT TACC3 PPI: 0
- Xi reactivation: -0.1

33: S=C(NCCc1ccccn1)Nc1ccc(Cl)c(Cl)c1
- INS-1E GSIS act: 9
- ARNT TACC3 PPI: -1
- Xi reactivation: 0.0

34: CCOC(=O)c1nn(-c2ccccc2C)c2nc(Nc3ccccc3)cc(=O)n12
- INS-1E GSIS act: -23
- ARNT TACC3 PPI: -6
- Xi reactivation: 0.0

35: CCN(CC)S(=O)(=O)c1ccc(NC(=O)COC(=O)CNS(=O)(=O)/C=C/c2ccccc2)cc1
- INS-1E GSIS act: -42
- ARNT TACC3 PPI: -3
- Xi reactivation: 0.1

36: Cc1ccc(C(=O)c2cc([N+](=O)[O-])ccc2N2CCOCC2)cc1C
- INS-1E GSIS act: -21
- ARNT TACC3 PPI: 9
- Xi reactivation: 1.2

37: CC1=CC(=O)C=C(C)C1=NOc1ccccc1[N+](=O)[O-]
- INS-1E GSIS act: -3
- ARNT TACC3 PPI: -4
- Xi reactivation: 1.3

38: Cc1c(Cc2ccccc2)c(=O)oc2cc(OCC(=O)c3ccccc3)ccc12
- INS-1E GSIS act: -12
- ARNT TACC3 PPI: -1
- Xi reactivation: -0.1

39: O=C(N/N=C/c1cccc(F)c1)NC1CCCCC1
- INS-1E GSIS act: -4
- ARNT TACC3 PPI: -10
- Xi reactivation: 0.0

40: O=C(NC1CCCCC1)c1sc(N2CCOCC2)nc1-c1ccccc1
- INS-1E GSIS act: 2
- ARNT TACC3 PPI: 1
- Xi reactivation: -0.1

41: O=C(/C=C/c1ccccc1F)c1cccc([N+](=O)[O-])c1
- INS-1E GSIS act: -16
- ARNT TACC3 PPI: -1
- Xi reactivation: 0.0

42: COc1ccc(OC)c(Nc2ncnc3sc(-c4ccccc4)cc23)c1
- INS-1E GSIS act: -21
- ARNT TACC3 PPI: 1
- Xi reactivation: 0.1

43: NC(=O)CC[C@H](NC(=O)OCc1ccccc1)C(=O)OCc1ccc(Cl)cc1
- INS-1E GSIS act: 4
- ARNT TACC3 PPI: -5
- Xi reactivation: -0.2

44: Cc1ccc(/C=C2\Oc3c(ccc(O)c3CN3CCN(C)CC3)C2=O)cc1
- INS-1E GSIS act: 8
- ARNT TACC3 PPI: 25
- Xi reactivation: 0.7

45: CC(C)(C)NC(=O)c1cc(Cl)ccc1[N+](=O)[O-]
- INS-1E GSIS act: 10
- ARNT TACC3 PPI: 0
- Xi reactivation: 0.0

46: COc1cc(/C=C/C(=O)Nc2ccc(C)cc2)cc(OC)c1OC
- INS-1E GSIS act: -18
- ARNT TACC3 PPI: 11
- Xi reactivation: 0.1

47: C=CCNC(=O)COc1ccc(S(=O)(=O)Nc2ccc(OCC)cc2)cc1
- INS-1E GSIS act: -9
- ARNT TACC3 PPI: 2
- Xi reactivation: 0.1

48: CNc1cc(N2CCCC2)ccc1[N+](=O)[O-]
- INS-1E GSIS act: 5
- ARNT TACC3 PPI: -1
- Xi reactivation: 0.0

49: O=C(O)CCC(=O)NNC(=O)c1cccc(Br)c1
- INS-1E GSIS act: 12
- ARNT TACC3 PPI: -6
- Xi reactivation: 0.0

50: CCC(=O)OCCNc1cc(Sc2nc3ccccc3[nH]2)c2nonc2c1[N+](=O)[O-]
- INS-1E GSIS act: 88*
- ARNT TACC3 PPI: 1
- Xi reactivation: 16*

51: CC(C)n1nc(C(=O)Nc2ccccc2N2CCOCC2)c2ccccc2c1=O
- INS-1E GSIS act: 120*
- ARNT TACC3 PPI: -16
- Xi reactivation: -0.1

52: Cc1ccccc1NC(=O)C(=O)N/N=C/c1cccc(Br)c1
- INS-1E GSIS act: 4
- ARNT TACC3 PPI: 2
- Xi reactivation: -0.1

53: CC(=O)c1cccc(NC(=O)CC2S/C(=N/N=C/c3ccccc3)NC2=O)c1 (stereo unspecified)
- INS-1E GSIS act: 18
- ARNT TACC3 PPI: -13
- Xi reactivation: 0.1

54: O=C(NCCc1ccccc1)Nc1ccc(Cl)cc1
- INS-1E GSIS act: -3
- ARNT TACC3 PPI: -4
- Xi reactivation: 0.3

55: Fc1ccccc1NC(=S)N1CCN(C/C=C/c2ccccc2)CC1
- INS-1E GSIS act: 1
- ARNT TACC3 PPI: 7
- Xi reactivation: 0.0

56: Fc1ccc(NC(=S)N2CCCC2)cc1Cl
- INS-1E GSIS act: 8
- ARNT TACC3 PPI: -3
- Xi reactivation: -0.1

57: CCN(CC)S(=O)(=O)c1ccc(N2CCOCC2)c(NC(=O)Cc2ccccc2F)c1
- INS-1E GSIS act: 0
- ARNT TACC3 PPI: -2
- Xi reactivation: 0.0
